# KDM5B inh: Primary screen for KDM5B Histone Demethylases FDH-coupled qHTS | Lysine-specific demethylase 5B (Homo sapiens), Q9UGL1 | KDM5B demethylase, FDH-coupled NADH fluorescence (FDH is formaldehyde dehydrogenase) | Potency, µM (titrated, usually from 57.7 µM), inactives show top-dose activity change, negative = inhibition, usual class: inhibitors | 220,000 tested, 2.6% active; active = well fitted inhibition curve with a large enough effect; inconclusive = small, poorly fitted or top-dose-only effect; inactive = no such curve, though single readings can be large or run the other way; also: 0% is about no effect; nearly all actives have a fitted effect of over 70% in size
#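 Coupled FDH/NAD⁺ fluorescence readout. KDM5BΔAP 200 nM final; compound titration, 10 min RT preincubation; substrate mix 12.5 µM H3K4me3, 25 µM 2-OG, 50 µM Fe(II), 100 µM ascorbate, 0.25 mM NAD⁺, 0.25 U/mL FDH; ΔRFU over 30 min.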
# * marks the source's active call; other numbers are inactive results; ? = inconclusive; & = joins results of further samples; [ ] = remark or other dose. Potency is read from the fitted curve at half-maximal effect. The list is partial; the hit share may differ from the screen's.
SMILES,KDM5B inh
Cc1ccc(C)c(-c2csc(-c3ccc(O)cc3)n2)c1,?
CN(C)CCNCc1ccco1,4%
CCOC(=O)c1cccc(NC(=O)N2CC[C@@H](CC(=O)NCc3ccc(OC)c(OC)c3)[C@@H](CC)C2)c1,2%
Cc1ccc(NC(=O)CSc2nc(C)cc(C)c2C(=O)Nc2cccc(C)c2)cc1,-4%
COC(=O)[C@@H]1Cc2c([nH]c3ccccc23)[C@H]2C[C@@H](NCCc3cnc[nH]3)C[C@@H](c3ccccc3F)N21,?
O=c1[nH]nc(SCc2nc(-c3ccccc3)no2)n2nc(-c3ccco3)cc12,-26%
Cc1onc(-c2c(F)cccc2Cl)c1C(=O)Nc1sc(C)c(-c2ccccc2)c1C(N)=O,?
Cc1ccc(-c2nccn3cc(C(=O)N4CCN(C5CCN(C)CC5)CC4)nc23)cc1,-5%
N#Cc1nc(C2CC2)oc1N1CCN(Cc2ccccc2Cl)CC1,-5%
O=C(c1ccccc1)N1CCn2c(nnc2-c2ccccc2)C1,-12%&12%[86.2 µM]
O=C(c1ccc(C(F)(F)F)cc1)N1CC2(Cc3ccccc3NC2=O)C1,2%[149 µM]
COc1ccc(OCC(O)CNC(=O)Nc2ccc(C(C)(C)C)cc2)cc1 (stereo not given),-1%
CC(NC(=O)NCc1ccn[nH]1)c1ccc2c(c1)OCCO2 (stereo not given),21%
COCCn1c(CN(C)CC2COc3ccccc3O2)cnc1S(=O)(=O)CC1CC1 (stereo not given),4%
CC(=O)N1CCN(c2nc(-c3ccccc3)c3ccccc3n2)CC1,-13%
CC(C)CC(=O)Nc1nc2c(s1)C(=O)CC(C)(C)C2,-1%
CCCCn1c(=N)n(CC(=O)c2ccc(Br)s2)c2ccccc21,3%
O=C1CC(c2noc(COc3ccc(Cl)cc3)n2)CN1C1CCCCC1 (stereo not given),?
CC1CCC(NC[C@H]2O[C@@H]3C[C@@H](CC(=O)N4CCOCC4)O[C@@H]3[C@@H]2O)CC1 (stereo not given in full),30%[86.2 µM]
COc1cccc(CC(=O)N[C@@H]2CCC[C@@H](C(=O)NCc3cc(C)on3)CC(=O)N(C)C2)c1,30%
CC(C)(C)OC(=O)NC1CCN(C(=O)CCCc2cccs2)CC1,16%
O=C(NCc1nc(-c2ncccn2)no1)C(c1cccnc1)N1CCCC1 (stereo not given),-21%
Cc1nc2c(OCC(=O)c3ccccc3)cccn2c(=O)c1-c1cc(C)n(-c2ccc(Cl)cc2)n1,16µM*
Cc1cc(=O)oc2cc(OCCSCCN3CCCC3)ccc12,?
CCOc1ccc(C(CC(=O)Nc2ccc(C)cc2C)N2Cc3ccccc3C2=O)cc1OC (stereo not given),10%
CCC(=O)N1c2ccc(S(=O)(=O)CCC(=O)NCc3ccccc3OC)cc2CC1C (stereo not given),-2%
CC(=O)Nc1ccc(CN2C(=O)OC3(CCN(C(=O)c4ccnn4C)CC3)C2(C)c2ccccc2)cc1 (stereo not given),19%
CC(=O)Nc1cccc(C(C)NC(=O)Nc2cccc(C(F)(F)F)c2)c1 (stereo not given),-12%
O=C(Cn1nc2n(c1=O)CCCCC2)Nc1ccc(F)cc1,34%[activator]
COc1ccc(C(=O)Nc2cccc(NC(=O)c3ccc(OC)cc3OC)n2)c(OC)c1,?
CC(C)CCC(=O)N1C[C@@H](CO)[C@H](c2nc(-c3ccncc3)no2)C1,29%
O=C(O)c1cc(-c2ccccc2)nc2c(Cl)cccc12,9%
O=C(CSc1nc2cc([N+](=O)[O-])ccc2o1)Nc1cccc(Cl)c1,-4%
CSCC(=O)N[C@H]1CCN2C(=O)c3ccc(Cl)cc3NC(=O)[C@H]12,31%[activator][86.2 µM]
C[C@@H](C(=O)Nc1ccc(N(C)C)cc1)n1nnc2ccccc2c1=O,12%
O=C([C@@H]1C[C@H](Oc2ccccc2)CN1C(=O)c1ccsc1)N1CCOCC1,6%
O=C(Cc1cccn1-c1cccc(Cl)c1)NCc1ccc(N2CCOCC2)cc1,?
COc1cccc(-c2ccc3onc(C)c3n2)c1,?
Cc1cc(C)cc(NC(=O)N2CCC(Oc3ncccc3C(=O)N3CCCCC3)C2)c1 (stereo not given),-12%
Cc1nc2cccnc2n1-c1cccc(C(=O)NCc2ccc(OC(C)C)cc2)c1,-5%
COc1ccccc1CNC[C@H]1O[C@@H]2C[C@@H](CC(=O)NCc3nccn3C)O[C@@H]2[C@@H]1O,-13%[86.2 µM]
O=C(CC1N=C2c3ccccc3N=C(SCc3cccc(F)c3)N2C1=O)NCc1ccc2c(c1)OCO2 (stereo not given),?
COc1ccc(C(C)(C)C)cc1NC(=O)COC(=O)c1ccc2c(c1)NC(=O)CS2,-16%
Cc1cc(C)n(CCCN(C)C(=O)C2CC3(CCNCC3)CN2)n1 (stereo not given),-2%
CCc1nc(-c2c3n(c(=O)n(Cc4ccccc4Cl)c2=O)CCCC3)no1,-8%
O=S(=O)(CCN1CCC2(CC1)OCCO2)c1ccccc1,17%
COc1ccc(CCN2CCC(CNC(=O)c3cnn(-c4ccc(C)cc4)c3C3CCN(C(=O)OC(C)(C)C)CC3)CC2)cc1,-25%
Cc1cccc2[nH]cc(C(=O)/C(C#N)=C\c3ccc(C#N)cc3)c12,?
O=C(CCN1C(=O)/C(=C\c2ccccc2)SC1=S)NNC(=O)c1ccncc1,15%
O=C(Nc1ccccc1-c1nc(Cc2ccccc2)no1)c1ccncc1,-7%
Cc1ccccc1C(=O)Nc1ccccc1C(=O)OCc1cc(=O)n2ccsc2n1,?
Nc1[nH]c(=O)nc(Nc2ccccc2)c1N=O,?
COc1ccc(N(CC(=O)N2CCN(c3cccc(Cl)c3)CC2)S(=O)(=O)c2c(C)noc2C)cc1,-17%
O=C(c1ccc2nccn2c1)N1CCN(c2cnccn2)CC1,?
CCCCc1ccc(-c2ccccc2)nc1,7%
COc1ccc(-c2cc(N3CCC(NC(=O)c4cc(C)ccc4C)CC3)n[nH]2)cc1,7%
O=C(NCc1ccc(F)cc1)c1cc2n(n1)CC(c1ccc3c(c1)OCO3)OC2 (stereo not given),?
O=C(NCCc1noc(-c2ccncc2)n1)c1ccccc1,-61%
COC(=O)c1cc(-c2ccc(C)cc2)nc2onc(-c3ccco3)c12,?
CC(=O)c1ccc(NC(=O)N2C[C@@H]3C[C@H](C2)c2ccc(NC(=O)c4ccco4)c(=O)n2C3)cc1,-20%

# New compounds follow:
SMILES,KDM5B inh
COc1cc2c(cc1NC(=O)COc1ccc(Cl)cc1)oc1ccccc12,105%[activator]
CN(c1ccccc1)S(=O)(=O)c1ccc(C(=O)NCCc2ccc(F)cc2)cc1,?
Cc1ccc(S(=O)(=O)c2nc(-c3cccc(Cl)c3)oc2NCc2ccccc2)cc1,?
Cc1cc(C(=O)N2CC[C@H](NS(=O)(=O)c3cccs3)C[C@H]2C(=O)N[C@H](C)C(N)=O)n(C)n1,12%
COc1ccc(-c2nccn3cc(C(=O)O)nc23)cc1,28µM*
CCc1cccc(C)c1NC(=S)NCC1CCN(c2ccc(OC)cc2)C1 (stereo not given),-13%
COc1cccc(NC(=O)CCC2CCN(S(=O)(=O)c3c(C)noc3C)CC2)c1,10%
COc1ccc(C(NC(=O)c2nc(-c3ccccc3)oc2C)c2ccccc2)cc1 (stereo not given),5%
CCS(=O)(=O)N1CCCN(c2ccc(=O)n(-c3ccccc3)n2)CC1,12%
O[C@@H]1CCN(Cc2nc(C3(O)CCN(Cc4ccccc4F)CC3)cs2)C1,-11%[86.2 µM]
CSc1cccc(NC(=O)c2ccc3c(c2)CCCN3S(C)(=O)=O)c1,?
Cc1ccc(-n2cccc2CC(=O)NC2CCCC2)cc1,-2%
O=C(Cc1cccs1)Nc1c(NCc2ccccc2)c2ccccc2oc1=O,6%
Cc1cc2nc(/C=C/c3cccc(O)c3)sc2cc1C,39%[activator]
COc1ccc(C(=O)N2CC3CC(C2)[C@H]2CCCC(=O)N2C3)cc1 (stereo not given in full),37%[activator]
O=C(CCC1CCCN(S(=O)(=O)c2ccc(F)cc2)C1)NCc1ccco1 (stereo not given),8%
CC1Oc2ccc(NS(=O)(=O)c3ccc(Cl)cc3)cc2CN(Cc2ccccc2F)C1=O (stereo not given),-8%
Cc1cccc(NC(=O)CCN2CCN(c3ccccc3F)CC2)c1,-12%
CCC[C@@H]1CN(C(=O)c2ccccc2-c2ccccc2F)C[C@H]1NC(C)=O,3%
Cc1nnc2n1CCC(NC(=O)c1ccsc1)CC2 (stereo not given),4%
O=C(O)c1ccc(Cn2cnc3cccnc32)cc1,?
CCn1c(=O)c2c(nc(-n3nc(C)cc3C)n2CC)n(C)c1=O,13%
Cn1c(=O)c2c(nc(Cl)n2CC(=O)NC2(C#N)CCCCC2)n(C)c1=O,13%
COc1ccc(N2CC(C(=O)NCCS(=O)(=O)N3CCN(c4ccccc4)CC3)CC2=O)cc1 (stereo not given),-2%
Cc1ccc(NC(=O)C(Cc2ccccc2)NS(=O)(=O)c2ccc3c(c2)c(=O)n(C)c(=O)n3C)c(C)c1 (stereo not given),12%
O=C(OC1CCCCC1)c1cc2ccccc2oc1=O,?
Cc1ccc(C(=O)C(C)OC(=O)Cc2n[nH]c(=O)c3ccccc23)cc1 (stereo not given),-12%
O=C(NC1CC1)c1cc(=O)c2cc(Cl)ccc2o1,19%
CCN(CC)c1ccc(NC(=O)CCc2c(C)nc3ncnn3c2C)c(C)c1,-26%
Cc1noc(-c2ccc(OC3CN(C(=O)C4CCOC4)C3)cc2)n1 (stereo not given),-8%
Cc1ccc(NC(=O)Cn2cc(C#N)c3ccccc32)cc1F,1%
CCN(C)C(=O)CN1C[C@@H]2C[C@H]1C(=O)N2c1cc(-c2ccccc2)ccc1OC,-26%
CC(C)(C)C(=O)NCCCC(=O)NCCc1ccccc1,6%
CCc1ccccc1NC(=O)c1cc(-c2ccc(Cl)s2)nc2ccccc12,?
COc1ccc(C(NC(=O)C2CCCC2)c2nccc3cc(OC)c(OC)cc23)cc1OC (stereo not given),9%
COc1ccc(OCC(=O)N2CCCC(CNC(=O)c3ccc(F)cc3)C2)cc1 (stereo not given),-13%
N#Cc1c[nH]n2c(NC3CCCC3)c(-c3ccc(Br)cc3)nc12,-28%
CCOc1ccc(NC(=O)c2c(NC(=O)c3cccs3)sc3c2CCC(C(C)(C)C)C3)cc1 (stereo not given),-2%
Cn1cnc(C(=O)N2CCC(N3CC4CC(C3)[C@H]3CCCC(=O)N3C4)CC2)c1 (stereo not given in full),2%
CC(C)n1cc(CN2CCCCCNC(=O)[C@@H]3CCC[C@@H]32)c2ccccc21,?
O=C(Nc1ccccc1Br)c1cc(CN2CCCC2)on1,-19%
COCCCN1C(=O)c2[nH]nc(-c3ccccc3O)c2C1c1ccc(OCc2ccccc2)cc1 (stereo not given),25%
O=C(CN1CC2CC(C1)[C@H]1CCCC(=O)N1C2)NCc1ccccc1F (stereo not given in full),-7%
COc1ccc(OC)c(C2CCCN2CC(=O)N2CCN(c3ccccc3)CC2)c1 (stereo not given),-12%
FC(F)(F)Oc1ccc(CNC2(Cc3cc(-c4ccccn4)on3)COC2)cc1,-18%[86.2 µM]
CC(=O)N1CCCN(Cc2nc3c(n2Cc2ccccc2)C(=O)N(Cc2cccc(Cl)c2)CCN3)CC1,-20%
Cc1ccc(C)c(Cn2c(=O)n(CCCCC(=O)NCc3ccccc3Cl)c(=O)c3ccccc32)c1,-10%
Cc1c(Cl)cccc1NC(=O)Cn1c(CCC(=O)O)ccc1-c1cccs1,?
N#Cc1ccc(S(=O)(=O)NC2CCc3nn(CC4CC4)c(=O)n3CC2)cc1 (stereo not given),29%
Cc1ccc(-c2nnc(SCC(=O)NCCN3C(=O)CSC3=O)n2C)cc1,-21%
Nc1ccc(C2CC2(Cl)Cl)cc1 (stereo not given),-5%
O=C(CCc1conc1-c1ccc(F)cc1)NCc1cccc(Br)c1,-14%
CC(Nc1ccc(-c2ccccc2)cc1)C(=O)Nc1ccc(Cl)cn1 (stereo not given),0%
O=C(c1cnccn1)N1CCN(c2cc(-c3ccccc3)[nH]n2)CC1,8%
